# M1 ag – activates human CHRM1 receptor; activation, % at 3 µM; AID 588814; 360,000 tested, 0.33% active; CHO-K1 hM1, Fluo-8 calcium fluorescence, agonist mode; 0% DMSO, 100% acetylcholine EC100; P11229;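 active means activation above the run's mean compound activation plus 3 SD, cut at about 16% in these data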;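 further: peak over basal fluorescence ratio within a 140 s kinetic read after compound addition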
# CHO-K1 Ca ag – M1 agonist counterscreen hit in parental CHO-K1 cells; activation, % at 3 µM; Fluo-8 calcium fluorescence; scaled to maximal ATP response, vehicle zero; AID 602248; 360,000 tested, 0.48% active; in the data active means activation above about 15%;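 further: untransfected CHO-K1 host cells lacking M1 receptor as counterscreen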
# M1 PAM parental – M1 PAM counterscreen hit in parental CHO-K1 cells | ATP EC20, Fluo-8 calcium fluorescence; 0% at ATP EC20, 100% at ATP max | activation, % at 3 µM | 360,000 tested, 0.02% active;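 active means activation above the run cutoff, the mean activation of all test compounds plus 3 SD, cut at about 40% in these data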;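 further: peak over basal fluorescence ratio in a 140 s read after ATP addition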
# CHO-K1 Ca antag – counter-screen for M1 antagonists: effect in parental CHO-K1 cells; ATP-induced calcium, Fluo-8 fluorescence; inhibition, % at 3 µM; 360,000 tested, 0.6% active; AID 602250;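 active means inhibition above a per-plate cutoff, the plate's mean sample inhibition plus 3 SD, cut at about 24% in these data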;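 further: 0% = DMSO plus EC80 ATP and 100% = DMSO alone without ATP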
# V1R ag counter – counter-screen for oxytocin receptor agonists: human V1a receptor agonists; 320,000 tested, 0.25% active; CHO-V1R cells, Fluo-8 calcium fluorescence, agonist mode; 0% DMSO, 100% 3 nM vasopressin; P37288; AID 2797; activation, % at 3 µM;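 active means activation above the mean activation of all tested compounds plus 3 SD, per screening run, cut at about 20% in these data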;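 further: signal is peak over basal fluorescence ratio across a 100 second FLIPR read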
# CHO parental Ca – counter-screen: ATP calcium response change in parental CHO cells; 330,000 tested, 0.63% active; inhibition, % at 5.6 µM; parental CHO-K1, ATP-induced calcium, Fluo-8 fluorescence; AID 463079;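 active means inhibition above that plate's mean sample inhibition plus 3 SD, cut at about 26% in these data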;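 further: 0% = ATP-challenged DMSO wells and 100% = DMSO wells without ATP; some compounds past the cut are filed as inactive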
#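 test system = CHO parental line | reagent = ATP stimulus | measured by = intracellular calcium via Fluo-8 no-wash fluorescent dye | control set = ATP and no-ATP DMSO wells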
# OXTR potentiate – human OXTR potentiation; P30559; 320,000 tested, 0.061% active; CHO-OTR cells, Fluo-8 calcium fluorescence, potentiator mode; 0% = oxytocin EC15, 100% = EC100; AID 2445; activation, % at 3 µM;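 active means activation above that plate's cutoff, the mean activation of tested compounds plus 3 SD, cut at about 6.6% in these data, passing the limit was not always enough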;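 further: 100% uses oxytocin at 75 nM as the full agonist control; some results filed as inactive read as strong as hits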
# Target sequence (P30559 whole entry, looked up): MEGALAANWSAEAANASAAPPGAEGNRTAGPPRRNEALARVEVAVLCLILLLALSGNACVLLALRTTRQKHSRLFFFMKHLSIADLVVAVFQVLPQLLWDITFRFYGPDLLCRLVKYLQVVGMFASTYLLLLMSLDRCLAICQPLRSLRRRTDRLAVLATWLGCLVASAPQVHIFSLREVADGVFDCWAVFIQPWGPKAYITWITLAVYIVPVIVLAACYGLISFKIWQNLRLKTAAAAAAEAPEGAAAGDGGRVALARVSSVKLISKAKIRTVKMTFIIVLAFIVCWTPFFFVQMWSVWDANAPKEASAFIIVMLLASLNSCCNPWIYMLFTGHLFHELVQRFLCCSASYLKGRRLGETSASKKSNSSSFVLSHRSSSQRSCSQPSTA
#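 Assay system: CHO cell line stably expressing human OTR | Also added: Oxytocin at about EC15, sub-maximal agonist stimulus | Times: Compound 6 min at room temperature before oxytocin, 100 s read | Measured by: Fluo-8 intracellular calcium fluorescence, ex 470-495, em 515-575 nm | Controls: EC15 oxytocin alone as 0%, 75 nM oxytocin as 100%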
# TAAR1 antag – antagonists of human TAAR1. AID 624466. CHO RD-HGA16 TAAR1, Fluo-8 calcium fluorescence, antagonist. inhibition, % at 3 µM. Q96RJ0. 360,000 tested, 1.5% active;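 active means inhibition above a per-plate cutoff, the mean inhibition of test compounds on that plate plus 3 SD, cut at about 49% in these data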;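 further: 0% = DMSO plus EC80 beta-PEA response and 100% = DMSO alone without agonist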
# Target sequence (Q96RJ0 whole entry, looked up): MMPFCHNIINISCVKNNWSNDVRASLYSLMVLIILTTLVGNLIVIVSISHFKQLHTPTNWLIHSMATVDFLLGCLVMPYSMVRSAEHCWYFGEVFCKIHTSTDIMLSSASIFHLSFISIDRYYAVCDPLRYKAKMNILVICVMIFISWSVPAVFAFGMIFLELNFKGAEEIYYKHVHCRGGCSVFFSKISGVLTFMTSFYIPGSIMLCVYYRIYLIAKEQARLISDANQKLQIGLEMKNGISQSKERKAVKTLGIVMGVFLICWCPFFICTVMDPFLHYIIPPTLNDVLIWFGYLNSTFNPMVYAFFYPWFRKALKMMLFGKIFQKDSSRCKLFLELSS
#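 Material: CHO RD-HGA16 cells bearing hTAAR1; compound dosing: one-point dosing, 3 µM nominal final; schedule: dye loading 75 min at 37 °C, then 30 min room temperature; measured by: calcium fluorescence with Fluo-8; control set: vehicle and agonist controls; replication: n of 1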
# TAAR1 ag – agonists of human TAAR1. activation, % at 3 µM. 360,000 tested, 0.99% active. CHO RD-HGA16 TAAR1, Fluo-8 calcium fluorescence; vehicle wells 0%, saturating PEA agonist 100%. Q96RJ0. AID 624467;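 active means activation above the mean activation of all test compounds in the run plus 3 SD, cut at about 38% in these data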
#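 Assay system – CHO-derived RD-HGA16 cells with stable Gα16 and human TAAR1 · Compound dosing – one-point dosing at 3 µM (nominal) · Incubation – 17-24 h seeding, 75 min 37 °C dye, 30 min RT · Measured by – kinetic Fluo-8 calcium fluorescence · Control set – DMSO vehicle as 0%, PEA at EC100 as 100% · Repeats – single well for each compound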
# * = called active by the depositor; x = no result given; & = joins results of further samples.
SMILES,M1 ag,CHO-K1 Ca ag,M1 PAM parental,CHO-K1 Ca antag,V1R ag counter,CHO parental Ca,OXTR potentiate,TAAR1 antag,TAAR1 ag
CCCN1CC=C2C(C#N)=C(N)C(C#N)(C#N)C(c3cccc(OC)c3OC)C2C1 (centres undefined),-7,0.5,16,6,4.2,-22,-5,25,13
CCC(C(=O)NC(C)(C)C)N(Cc1ccco1)C(=O)Cn1nnc(-c2ccc(F)cc2)n1 (centres undefined),-4,3.2,-1,-12,0.8,-3,-1,8,-1
Cc1cccc(NC(=O)c2sc(Cl)nc2C)c1C,2,0.8,21,-15,0.1,-5,-4,7,-1
COCCCN1CN(Cc2ccccc2)CNC1=S,-6,0.5,15,-1,0.9,-8,-2,9,0
O=C(Nc1cccc(F)c1)N1CCN(C/C=C/c2ccccc2)CC1,-3,0.7,1,-17,1.7,-3,-12,0,10
COCc1nnc(NC(=O)c2ccc(S(=O)(=O)N(C)c3ccccc3)cc2)o1,-2,0.2,11,9,0.8,-7,-3,-2,0
CN(CCO)C1=CC(=O)CC(C)(C)C1,-2,0.1,2,-7,-0.2,-6,-12,-10,9
CCOC(=O)c1c(-c2ccccc2)csc1NC(=S)NC(=O)c1ccccc1,-3,0.7,-8,-17,0.3,-9,-7,-12,9
COC(=O)C1=C(C)NC(=O)NC1/C=C/c1ccccc1 (centres undefined),-2,0.1,8,4,-0.4,-13,-14,0,1
CCc1ccc(/C=N/NC(=O)c2nnn(-c3nonc3N)c2C(C)C)cc1,33*,6.2,6,2,47*,-20,-6,80*,133*
CCC(=O)Nc1ccc(NC(=O)CN2CCCC(C)C2)c(Cl)c1 (centres undefined),-5,0.4,2,-3,0.5,-6,-14,0,6
COC(=O)CSc1nnc(-c2ccoc2C)n1-c1ccc(C)cc1,-1,0.2,16,-6,0.3,-15,-7,-6,1
COCCn1c(SCc2nc3ccccc3s2)nc2ccccc21,-1,0.8,-9,3,-0.8,-14,0,3,23
COc1ccc(CC(NC(C)=O)C(=O)NC2CCN(C(=O)c3ccccc3F)CC2)cc1 (centres undefined),-3,1.2,7,-11,-0.5,3,7,-5,-1
O=C(CSc1ccc([N+](=O)[O-])cn1)Nc1nccs1,0,0.4,-3,-7,-0.2,-6,-4,-26,1

# Among those listed so far, these contain a furan ring, fused or not.
SMILES,M1 ag,CHO-K1 Ca ag,M1 PAM parental,CHO-K1 Ca antag,V1R ag counter,CHO parental Ca,OXTR potentiate,TAAR1 antag,TAAR1 ag
CCC(C(=O)NC(C)(C)C)N(Cc1ccco1)C(=O)Cn1nnc(-c2ccc(F)cc2)n1 (centres undefined),-4,3.2,-1,-12,0.8,-3,-1,8,-1
COC(=O)CSc1nnc(-c2ccoc2C)n1-c1ccc(C)cc1,-1,0.2,16,-6,0.3,-15,-7,-6,1

# Remaining list, next part.
SMILES,M1 ag,CHO-K1 Ca ag,M1 PAM parental,CHO-K1 Ca antag,V1R ag counter,CHO parental Ca,OXTR potentiate,TAAR1 antag,TAAR1 ag
COc1ccccc1CNC(=O)C(C)Sc1ccsc1[N+](=O)[O-] (centres undefined),-11,0.0,18,0,-0.4,5,-4,-11,0
O=C(O)c1ccc(-c2ccccc2)[nH]c1=O,-3,-0.1,5,3,0.8,2,-2,-26,3
COc1ccccc1N=c1scc(-c2ccc3c(c2)NC(=O)CO3)n1CC1CCCO1 (centres undefined),2,5.4,10,3,3.0,-22,-25,43,11
Cc1ccc(NC(=O)C(=O)NCCN2CCN(S(=O)(=O)c3ccccc3)CC2)cc1C,-2,2.5,7,-26,3.1,-8,-8,16,5
CC(=O)NC(=Cc1ccccc1)C(=O)N1CCCC1C(=O)O (centres undefined),-2,3.3,0,8,x,x,x,3,1
CN(C(=O)C1Cc2c(-c3ccccc3Oc3ccccc3)ccnc2O1)c1ccccc1 (centres undefined),-3,1.7,8,-7,x,x,x,3,2
Cc1cc(C(=O)NC2CCCc3c2cnn3-c2cccc(C)c2C)c(C)o1 (centres undefined),1,8.9,-12,18,8.0,2,-12,24,3
O=C(OC1CCOC1=O)c1cc(-c2cccs2)nc2ccccc12 (centres undefined),-4,2.5,13,-1,-0.3,-10,-19,34,9
CCO[C@H]1OC(C(=O)Nc2ccccc2)=C[C@@H](C)[C@@H]1CCCO,-2,-0.4,12,-7,-0.9,-9,-4,0,6
CCCn1c(SCc2ccccc2)nc2c1c(=O)[nH]c(=O)n2C,-5,0.5,11,-8,-0.5,-37,-4,-15,0
Nc1ccc2c(c1)-c1ccc(F)cc1C2=O,-2,1.8,15,-9,x,x,x,-12,3
COc1ccc(N(CC(=O)N2CCCC(C)C2)S(=O)(=O)c2c(C)nn(C)c2C)cc1 (centres undefined),-6,0.5,16,-7,-0.2,-2,-5,17,0
Cc1ccc(C)c(S(=O)(=O)N2CC(=O)Nc3ccccc32)c1,-3,0.6,12,-5,1.5,-18,-10,-1,10
COc1ccc(OC)c(NC(=O)C(=O)N/N=C(\C)CC(=O)Nc2ccc(Cl)cn2)c1,-5,-0.7,21,-23,-1.5,-8,-3,-10,-4
COC(=O)[C@]1(C)N[C@H](CN(C)C(=O)c2ccc(C)cc2)[C@@H]2C(=O)N(Cc3ccccc3)C(=O)[C@@H]21,-4,0.1,-7,9,0.0,-5,-3,7,-1

# 3 records drawn at random from the list so far, as already listed:
SMILES,M1 ag,CHO-K1 Ca ag,M1 PAM parental,CHO-K1 Ca antag,V1R ag counter,CHO parental Ca,OXTR potentiate,TAAR1 antag,TAAR1 ag
Cc1cc(C(=O)NC2CCCc3c2cnn3-c2cccc(C)c2C)c(C)o1 (centres undefined),1,8.9,-12,18,8.0,2,-12,24,3
CN(C(=O)C1Cc2c(-c3ccccc3Oc3ccccc3)ccnc2O1)c1ccccc1 (centres undefined),-3,1.7,8,-7,x,x,x,3,2
COc1ccccc1CNC(=O)C(C)Sc1ccsc1[N+](=O)[O-] (centres undefined),-11,0.0,18,0,-0.4,5,-4,-11,0

# (next part)
SMILES,M1 ag,CHO-K1 Ca ag,M1 PAM parental,CHO-K1 Ca antag,V1R ag counter,CHO parental Ca,OXTR potentiate,TAAR1 antag,TAAR1 ag
COc1ccccc1N1CCN(S(=O)(=O)c2ccccc2F)CC1,-2,0.0,13,-30,0.2,-16,-1,11,7
O=C(Nc1ccccc1Cl)ON=C1c2ccccc2-c2ccccc21,-11,0.1,14,-23,0.3,-2,-5,x,x
Cc1cccc(COc2ccccc2/C=N/Nc2ccc([N+](=O)[O-])cc2)c1,-8,0.6,-8,10,0.4,8,2,8,4
Cc1nnc(-c2cnn(-c3ccccc3)c2N)n1Cc1ccccc1,-4,0.8,8,5,0.1,-12,-7,8,-1
CCNC(=O)C1(C)CCCN(Cc2noc(-c3c(C)noc3C)n2)C1 (centres undefined),-2,-0.2,-11,-1,x,x,x,-21,5
CCCCCCCC(=O)NNC(=O)c1c(O)c2ccccc2n(CCC)c1=O,-8,0.7,16,1,1.6,-25,-16,3,5
Cc1nn(CC(=O)OCC(=O)NCCc2ccc(S(N)(=O)=O)cc2)c(C)c1[N+](=O)[O-],-4,0.0,-16,-6,0.7,-4,3,7,2
C/C(CC(=O)Nc1ccc2c(c1)OCCO2)=N\NC(=O)COc1ccc(Cl)c(C)c1,-4,1.0,17,-16,0.8,3,-2,-20,5
CCOC(=O)[C@]12CCC=C1N(Cc1ccccc1)C(=O)[C@H](CC(=O)NCCC(C)C)C2,x,-0.1,-4,-10,x,x,x,-14,2
N=C(N)SCc1nc2ccccc2c(=O)n1-c1ccccc1,-4&-3,0.8&1.2,14&-3,3&-12,0.1&0.5,-2&-12,3&4,4&4,5&1
O=C(Nc1ccccc1C(=O)O)c1cc(S(=O)(=O)N2CCOCC2)c(Br)s1,2,-0.6,-9,-6,-0.4,-3,-5,-27,3
Cc1nc(CNC(=O)c2ccccc2OC2CCN(S(C)(=O)=O)CC2)cs1,-3,8.2,12,-6,0.2,-5,-9,-3,1
Cc1onc(-c2ccccc2)c1C(=O)NNC(=S)NC(=O)/C=C/c1ccccc1,40*,21*,6,-7,46*,-7,-9,55*,136*
CN(C)C(=O)c1cccn1-c1ncc(C(F)(F)F)cc1Cl,-7,0.1,8,-1,-0.2,-20,-4,0,-1
OC(COCc1ccccc1)Cn1cnc2ccccc21 (centres undefined),3,0.8,-11,9,1.3,-15,-2,9,8
Cc1cccc(N2CCN(C(=O)Cc3ccc(Br)cc3)CC2)c1C,-3,0.3,3,-5,-1.2,-22,-17,36,2
Cc1ccc(Cl)cc1N1CCN(S(=O)(=O)c2c(C)[nH]c(=O)[nH]c2=O)CC1,-5,0.2,3,-10,-1.3,1,2,-3,14
CCS(=O)(=O)N1CCC(C(=O)Oc2ccccc2Br)CC1,-2,0.8,15,-10,1.9,-10,-3,-1,3
CCNC(=O)C1(C)CCN(Cc2ccc(C(=O)OCC)o2)C1 (centres undefined),-4,0.5,-14,9,x,x,x,10,-1
CC1CC(C(F)F)n2nc(C(=O)O)cc2N1 (centres undefined),-5,0.1,-6,-7,0.4,3,-3,-1,4
CCCOc1cccc(NC(=O)c2c(-c3ccccc3)noc2C)c1,-6,0.2,14,-9,0.7,-6,-17,0,10
Cc1c(C(=O)N2CCCCCC2)c(S(=O)(=O)Nc2ccccc2F)c(C)n1C,0,1.0,5,-19,-0.2,-16,3,-20,1
CCCCCCCC1CC(CSC(=N)N)OC1=O (centres undefined),-3,2.0,23,-11,3.3,-10,-6,-3,29
NC(=O)CC(NC(=O)Cc1ccc(Br)cc1)c1ccc(N2CCC(Br)CC2)c([N+](=O)[O-])c1 (centres undefined),-5,0.2,9,-15,-0.1,-6,-20,-10,4
CSc1nc(-c2ccccc2)nc(C(Cl)Cl)n1,-7,6.5,25,-9,-0.5,-3,2,59*,17
Cn1c(=O)c2[nH]c(-c3ccccc3)c(O)c2n(C)c1=O,0,2.6,8,3,5.6,7,-13,-7,0
NS(=O)(=O)c1cccc(NC(=O)CSc2nc3ccccc3c(=O)n2Cc2ccco2)c1,-2,-0.2,-2,2,1.8,-15,3,17,0
CCOC(=O)c1c(NC=O)sc2c1CCC2,-4,-0.2,0,6,-0.1,-11,8,-2,3
O=C(NC(=S)Nc1cccc2c(O)cccc12)c1ccccc1[N+](=O)[O-],1,1.5,-8,4,3.3,0,-15,-10,4
COC(=O)CN1C(=O)N/C(=C/c2ccc(OC)c(C)c2OC)C1=O,-3,1.8,9,-18,-0.2,-12,-10,-28,4
COCCCN1CN=C(Nc2nc3ccccc3o2)NC1,-7,1.3,10,-11,1.0,9,8,6,0
Clc1ccc2c(c1)-c1nnc(Br)n1-c1ccccc1S2,-6,-0.3,18,-12,-1.6,2,-8,9,8
Cc1[nH]nc2c1C1(CCN(C(=O)c3ccccc3)CC1)C(C#N)=C(N)O2,1,0.0,0,-2,-0.3,-5,-15,11,1

# Screening data deposited in PubChem by The Scripps Research Institute Molecular Screening Center.
